Bcl-B Bim block: human Bim-Bcl-B interaction inhibition. actives 0.073% (n = 190,000). bead-based flow cytometry, Bim peptide-Bcl-B binding. inhibition, % at 10 µM. Q9HD36;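 further: 0% = tracer peptide without compound and 100% = reference inhibitor peptide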
Mcl-1 Bim block: disrupts Bim peptide binding to human Mcl-1 | Bead-based flow cytometry, Bim peptide-Mcl-1 binding | actives 0.1% (n = 190,000) | Q07820 | inhibition, % at 10 µM;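 further: 0% = no compound tracer wells and 100% = peptide blocker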
Target sequence (Q07820 whole entry, looked up): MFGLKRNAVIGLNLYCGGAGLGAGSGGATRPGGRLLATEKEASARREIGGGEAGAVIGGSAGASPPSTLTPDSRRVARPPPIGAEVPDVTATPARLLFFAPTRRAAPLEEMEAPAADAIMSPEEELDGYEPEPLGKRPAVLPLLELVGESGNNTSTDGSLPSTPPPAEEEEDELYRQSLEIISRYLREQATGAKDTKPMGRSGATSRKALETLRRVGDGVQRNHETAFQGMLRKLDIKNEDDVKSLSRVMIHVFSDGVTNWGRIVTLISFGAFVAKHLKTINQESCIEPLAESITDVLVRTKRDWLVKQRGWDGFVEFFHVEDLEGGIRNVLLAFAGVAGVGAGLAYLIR
Bim-Bcl-XL: inhibitors of Bim-Bcl-XL interaction, human. Q07817. Bim peptide-Bcl-XL binding, bead flow cytometry, fluorescence. inhibition, % at 10 µM. actives 0.04% (n = 190,000). AID 1007
GSH fluor: GSH bead compound fluorescence profile | GSH beads flow cytometry, compound fluorescence 488/530 nm; hits give high values | fluorescence (KMESF) at 10 µM | actives 0.25% (n = 190,000); in the data active means fluorescence above about 89;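 further: glutathione beads carrying GST-tagged Bcl family fusion proteins plus one bare bead set; values are compound well signal with DMSO vehicle wells as background; inactives centre near 16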
RGS7-Gao: human RGS7-Galphao interaction regulation. P09471. Multiplexed bead flow cytometry, RGS7-Galphao binding; actives lie on both sides. binding response (% of control), % at 10 µM. actives 0.35% (n = 220,000); in the data active means binding response below about 49% or above about 150%; inconclusive means no clear call, values can overlap the other calls; inactive means in between;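 further: fluorescent Galphao held in activated GDP-AlF4 state binding bead-coupled RGS7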
Target sequence (P09471 whole entry, looked up): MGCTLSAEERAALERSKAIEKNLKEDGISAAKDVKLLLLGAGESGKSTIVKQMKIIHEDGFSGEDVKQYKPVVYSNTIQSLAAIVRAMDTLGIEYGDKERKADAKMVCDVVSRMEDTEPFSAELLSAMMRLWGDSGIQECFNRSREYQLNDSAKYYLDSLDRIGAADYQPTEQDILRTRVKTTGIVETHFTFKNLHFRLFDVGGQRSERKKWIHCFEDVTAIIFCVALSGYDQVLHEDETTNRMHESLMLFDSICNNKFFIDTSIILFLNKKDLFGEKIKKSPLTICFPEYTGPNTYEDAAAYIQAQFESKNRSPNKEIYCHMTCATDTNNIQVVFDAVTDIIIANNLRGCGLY
RGS8-Gao: regulators of human RGS8-Galphao interaction; P09471; multiplexed bead flow cytometry, RGS8-Galphao binding; actives lie on both sides; response (percent of control binding), % at 10 µM; actives 0.34% (n = 220,000); in the data active means response below about 60% or above about 140%; inactive means in between;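 further: Galphao activated as the GDP aluminium fluoride complex binding bead-coupled RGS8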
Bcl-2 Bim block: disrupts Bim peptide binding to human Bcl-2 | P10415 | Bead-based flow cytometry, Bim peptide-Bcl-2 binding | inhibition, % at 10 µM | actives 0.06% (n = 190,000); in the data active means inhibition above about 40%; inconclusive means no clear call, values can overlap the other calls;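 further: 0% = no compound wells with probe peptide and 100% = reference peptide inhibitor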
RGS4-Gao reg: modulates binding of RGS4 to human Galphao. Multiplexed bead flow cytometry; actives lie on both sides. binding response (% of control), % at 10 µM. actives 0.33% (n = 220,000); in the data active means binding response below about 49% or above about 150%; inactive means in between;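 further: fluorescent Galphao activated with aluminum fluoride binding bead-coupled RGS4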
Mcl1 Bid PPI: disrupts binding of human Mcl-1 to Bid peptide. inhibition, % at 21.7 µM. AID 1021. actives 0.97% (n = 220,000). Q07820. TR-FRET Mcl-1/Bid-Dy647 peptide binding, 1536-well;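 active means compounds that cut the binding signal by more than half at the single screening dose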;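 further: His-tagged Mcl-1 with europium anti-His antibody binding Bid BH3 peptide; 0% = Mcl-1 plus peptide wells and 100% = peptide-only wells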
Bim-Bfl-1: inhibitors of Bim-Bfl-1 interaction, human | Q16548 | Bead-based flow cytometry, Bim-Bfl-1 binding inhibition | inhibition, % at 10 µM | actives 0.12% (n = 190,000) | AID 1008;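 further: 0% = wells without compound plus tracer and 100% = blocker peptide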
Bcl-W Bim block: inhibitors of Bim-Bcl-W interaction, human; Q92843; bead-based flow cytometry, Bim peptide-Bcl-W binding; inhibition, % at 10 µM; actives 0.02% (n = 190,000);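 further: 0% = bound tracer without compound and 100% = peptide blocker; higher means less fluorescent Bim peptide bound to Bcl-W beads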
Target sequence (Q92843 whole entry, looked up): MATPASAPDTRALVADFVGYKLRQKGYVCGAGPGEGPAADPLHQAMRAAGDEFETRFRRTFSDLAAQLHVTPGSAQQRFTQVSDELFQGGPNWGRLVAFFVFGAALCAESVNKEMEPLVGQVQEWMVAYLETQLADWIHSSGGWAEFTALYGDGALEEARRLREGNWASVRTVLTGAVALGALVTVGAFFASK
Numbers without * were called inactive; ? = inconclusive; · = not tested or not shown. Unless noted, no stated cut-off is given here; in the data, active means inhibition above about 40%.

1: CCOC(=O)N1CCN(C(=O)CNC(=O)Cc2ccc(Cl)cc2)CC1
2: COC(=O)CNC(c1ccccc1)c1cc(Br)ccc1NS(=O)(=O)c1ccc(C)cc1 (configuration not stated)
3: CCOC(=O)c1sc(NC(=O)c2ccco2)c(C#N)c1C
4: COc1cccc(N/N=C(\C#N)S(=O)(=O)C(C)(C)C)c1
5: CCN(C(=O)CSc1cc(C)c2ccccc2n1)C1CCS(=O)(=O)C1 (configuration not stated)
6: NC(=O)C1CNc2ccccc2O1 (configuration not stated)
7: CCOC(=O)c1c(NC(=O)COC(=O)c2ccccn2)sc2c1CCC2
8: COc1ccccc1CC(Cc1nc2ccccc2[nH]1)c1nc2ccccc2[nH]1 (configuration not stated)
9: O=C1CC(c2ccccc2)CC(O)=C1C=NCCCO (configuration not stated)
10: C=CCOC(=O)C1C(=O)CC(C)(O)C(C(=O)OCC=C)C1c1ccc(OCC)cc1 (configuration not stated)

Assay by compound	1	2	3	4	5	6	7	8	9	10
RGS7-Gao	101	106	102	103	12*	97	90	107	95	97
Bcl-2 Bim block	-9	-6	-3	0	0	-10	-7	-3	-3	-14
RGS4-Gao reg	100	107	103	101	14*	101	92	98	94	103
RGS8-Gao	101	108	102	107	13*	100	87	106	96	103
Bcl-W Bim block	-1	-4	1	0	4	-2	-5	1	-2	0
Bim-Bcl-XL	-13	-8	-1	-3	3	-10	-8	0	-3	-6
Mcl1 Bid PPI	-13	-17	12	0	7	-24	-18	-26	-12	-10
Bim-Bfl-1	-14	-2	-2	-11	5	-15	-13	-2	-5	-13
GSH fluor	24	8	19	10	14	28	10	9	15	16
Bcl-B Bim block	-9	-1	-5	-8	0	-10	-9	-2	1	-9
Mcl-1 Bim block	-1	-5	-7	-1	0	-3	-4	3	-2	-2

11: C/C(=N\NC(=O)c1cc2ccccc2cc1O)c1ccc2c(c1)OCO2
12: CC(NC(=O)COc1ccccc1)C(c1cccs1)N1CCCC1 (configuration not stated)
13: Cc1cc(CNC(=S)Nc2ccc(Br)cc2Cl)nn1C
14: Cc1c(C(=O)N2CCc3ccccc3C2)oc2ccc(S(=O)(=O)N3CCCCCC3)cc12
15: O=C(c1cn(-c2ccc(Cl)c(Cl)c2)nn1)C1CC1
16: O=C(O)c1cc([N+](=O)[O-])ccc1NCc1ccccc1Cl
17: CCOC(=O)N1CCN(C(=O)CCN2C(=O)COc3ccc(C)cc32)CC1
18: CCCNC(=S)N1CCC(C(=O)c2ccc3c(c2)OCCO3)CC1
19: O=C(NCCCN1CCOCC1)c1ccc(CNS(=O)(=O)c2ccc(Br)cc2)cc1
20: CSc1ccccc1C(=O)Nc1nc2ccccc2[nH]1

Assay by compound	11	12	13	14	15	16	17	18	19	20
RGS7-Gao	99	?	102	98	102	96	99	111	100	103
Bcl-2 Bim block	-7	-5	-5	0	5	-3	-4	4	0	-4
RGS4-Gao reg	105	100	102	98	104	98	99	99	96	102
RGS8-Gao	101	101	101	85	113	100	98	101	99	105
Bcl-W Bim block	1	-2	0	-4	4	-4	1	0	0	-2
Bim-Bcl-XL	-8	-3	-5	-14	5	-2	-3	4	-5	-3
Mcl1 Bid PPI	-43	-21	-13	-22	7	13	-21	-35	4	2
Bim-Bfl-1	-8	-6	-3	0	11	-4	-11	2	0	-9
GSH fluor	35	18	21	8	20	14	32	21	22	12
Bcl-B Bim block	-9	-5	-12	-23	14	-3	-6	-20	-3	-7
Mcl-1 Bim block	-2	2	-2	-11	4	-1	0	7	-3	-1

21: CC(C)Oc1ccc(Cn2c(-c3ccco3)n[nH]c2=S)cc1
22: CCC(CC)c1nc(C#N)c(NCc2ccccc2)o1
23: COc1cc(OC)c(OC)cc1/C=C/C(=O)c1ccc(NS(=O)(=O)c2ccc(C)cc2)cc1
24: COc1ccc(NC(=S)N2CCN(C/C=C/c3ccccc3)CC2)cc1OC
25: NC(=O)C1CCN(C(=O)c2cc(S(=O)(=O)N3CCOCC3)c(Cl)cc2Cl)CC1
26: CCN(CC)C(=O)Cn1cc(S(=O)(=O)CC(=O)NCCc2ccc(OC)c(OC)c2)c2ccccc21
27: CCN(c1ccccc1)S(=O)(=O)c1cccc(C(=O)OCc2nc3sc(C)c(C)c3c(=O)[nH]2)c1
28: CCOC(=O)C1=C(C)Nc2ccccc2N=C1NC(=O)Cc1ccc(Cl)c(Cl)c1
29: CCOC(=O)C(C)N1C(=O)S/C(=C/c2cc(C)n(-c3ccncc3)c2C)C1=O (configuration not stated)
30: OCCNCC(O)Cn1c2ccccc2c2ccccc21 (configuration not stated)

Assay by compound	21	22	23	24	25	26	27	28	29	30
RGS7-Gao	98	98	101	95	101	100	98	95	104	111
Bcl-2 Bim block	18	-1	-3	-4	0	2	-4	0	0	0
RGS4-Gao reg	99	96	100	96	101	92	98	89	101	110
RGS8-Gao	100	86	106	100	101	100	89	95	103	117
Bcl-W Bim block	-5	-2	1	-3	-4	2	-3	0	0	0
Bim-Bcl-XL	-2	-4	0	-1	0	-3	-3	2	0	0
Mcl1 Bid PPI	-33	-13	-26	-40	-27	-17	-48	-24	-59	6
Bim-Bfl-1	7	0	0	0	-7	0	0	2	-3	3
GSH fluor	18	16	5	25	67	11	12	14	20	13
Bcl-B Bim block	-57	1	-4	-2	-1	0	-4	2	0	3
Mcl-1 Bim block	-2	-2	0	0	1	3	-4	-2	1	2

31: CNC(=S)NNC(=O)c1sc2cc(C(F)(F)F)cnc2c1-c1ccccn1
32: CC(C)CN1CCC(C(=O)NCC2CCCO2)CC1 (configuration not stated)
33: CN(C(=O)COC(=O)c1ccc(S(=O)(=O)N2CCCC2)cc1)c1ccccc1
34: CCCCN(CC)Cc1c(C)[nH]c2ccccc2c1=O
35: CC1CC1C(=O)OCC(=O)Nc1cccc([N+](=O)[O-])c1 (configuration not stated)
36: CC(C)(C)NC(=O)C(c1cccnc1)N(C(=O)c1ccc(Cl)nc1)C1CCCC1 (configuration not stated)
37: CCOC(=O)C1(Cc2cccc(Cl)c2)CCCN(C(=O)c2cccc(C)n2)C1 (configuration not stated)
38: CCCN(CCC)CCNc1c(NC2CCN(C(=O)OCC)CC2)c(=O)c1=O
39: CC(=O)N1CCCc2cc(S(=O)(=O)N3CCc4ccccc4C3)ccc21
40: CCn1cc[n+](C)c1P(c1ccccc1)c1ccccc1

Assay by compound	31	32	33	34	35	36	37	38	39	40
RGS7-Gao	95	95	96	96	100	102	100	98	101	100
Bcl-2 Bim block	-4	·	-6	-8	-2	-7	-2	-5	-6	-12
RGS4-Gao reg	95	99	98	97	102	101	101	98	99	100
RGS8-Gao	99	105	99	100	101	102	100	97	100	99
Bcl-W Bim block	1	0	-2	0	-1	-2	0	1	-2	-6
Bim-Bcl-XL	-2	7	-2	-3	-2	-1	4	-2	-4	-10
Mcl1 Bid PPI	-50	37	-5	-22	-6	-17	-22	-19	-27	-22
Bim-Bfl-1	-7	8	-6	-19	-5	-8	-3	-8	-3	-16
GSH fluor	10	19	11	27	17	10	9	21	23	11
Bcl-B Bim block	-6	1	-1	-7	-2	-3	-2	-6	-3	-11
Mcl-1 Bim block	-2	3	-1	-6	0	-3	1	-1	-7	-4

41: CC(O)(CS(=O)(=O)Cc1ccc(Cl)cc1)C(=O)Nc1cccc(C(F)(F)F)c1 (configuration not stated)
42: COc1ccc(CCNC(=O)C(=O)NCc2ccccn2)cc1
43: Cc1ccc(S(=O)(=O)n2[nH]c(=O)cc2N)cc1
44: Cc1cccc(OCCCC(=O)Nc2ccc3c(c2)OCO3)c1
45: CC(C)(CCl)C(=O)Nc1ccc(Sc2ccc(F)cc2)cc1
46: CC(=O)Nc1c(O)nc(SCc2ccc(Cl)cc2)[nH]c1=O
47: O=C(NCc1ccccn1)C(=O)NCC(c1ccco1)N1CCOCC1 (configuration not stated)
48: CC(C)(C)c1ccc(-c2nc(C=O)c3ccccn23)cc1
49: CCn1cc(C(=O)NCc2cccc(F)c2)c(=O)c2cc(F)c(N3CCN(C(=O)c4ccco4)CC3)cc21
50: CCN1C(=O)/C(=C2\C=Cc3cc(C)ccc3N2CC)OC1=S

Assay by compound	41	42	43	44	45	46	47	48	49	50
RGS7-Gao	100	?	103	97	97	105	?	97	106	99
Bcl-2 Bim block	-9	0	-1	1	0	4	0	-2	0	-1
RGS4-Gao reg	100	93	101	100	94	106	98	98	110	97
RGS8-Gao	101	98	101	100	102	106	101	99	108	104
Bcl-W Bim block	4	0	-3	-1	0	-2	1	0	2	-3
Bim-Bcl-XL	-7	-1	-1	-2	-1	0	0	-2	2	-3
Mcl1 Bid PPI	-21	-28	-13	-18	-20	-45	-34	-41	16	18
Bim-Bfl-1	-11	-5	-1	-1	-6	11	-2	-6	1	-1
GSH fluor	39	12	20	13	51	7	11	79	24	17
Bcl-B Bim block	-9	-1	-11	-2	-1	0	-3	-4	-1	-7
Mcl-1 Bim block	-1	1	-1	-3	5	-4	1	0	1	-3

51: CC1CCCCC1NC(=O)C1CCN(C(=O)NC2CCCCC2)CC1 (configuration not stated)
52: Cc1cc(C)nc(SCc2ccc(C(=O)N/N=C3\CCCC(=O)C3)cc2)n1
53: C=CCn1c(SCC(=O)Nc2ccccc2)nnc1-c1cccc(S(=O)(=O)N2CCOCC2)c1
54: CCc1ccc2oc(-c3cc(N)ccc3Cl)nc2c1

Assay by compound	51	52	53	54
RGS7-Gao	91	97	102	99
Bcl-2 Bim block	1	-2	-10	-13
RGS4-Gao reg	94	99	100	93
RGS8-Gao	85	101	99	103
Bcl-W Bim block	-1	3	0	-1
Bim-Bcl-XL	-7	0	-7	-7
Mcl1 Bid PPI	2	-41	-4	-8
Bim-Bfl-1	2	-2	-16	-13
GSH fluor	43	10	26	21
Bcl-B Bim block	0	-1	-10	-6
Mcl-1 Bim block	-4	3	1	0

A stretch of the results above, as a working copy:
45: CC(C)(CCl)C(=O)Nc1ccc(Sc2ccc(F)cc2)cc1
46: CC(=O)Nc1c(O)nc(SCc2ccc(Cl)cc2)[nH]c1=O
47: O=C(NCc1ccccn1)C(=O)NCC(c1ccco1)N1CCOCC1 (configuration not stated)
48: CC(C)(C)c1ccc(-c2nc(C=O)c3ccccn23)cc1
49: CCn1cc(C(=O)NCc2cccc(F)c2)c(=O)c2cc(F)c(N3CCN(C(=O)c4ccco4)CC3)cc21
50: CCN1C(=O)/C(=C2\C=Cc3cc(C)ccc3N2CC)OC1=S
51: CC1CCCCC1NC(=O)C1CCN(C(=O)NC2CCCCC2)CC1 (configuration not stated)
52: Cc1cc(C)nc(SCc2ccc(C(=O)N/N=C3\CCCC(=O)C3)cc2)n1
53: C=CCn1c(SCC(=O)Nc2ccccc2)nnc1-c1cccc(S(=O)(=O)N2CCOCC2)c1
54: CCc1ccc2oc(-c3cc(N)ccc3Cl)nc2c1

Assay by compound	45	46	47	48	49	50	51	52	53	54
RGS7-Gao	97	105	?	97	106	99	91	97	102	99
Bcl-2 Bim block	0	4	0	-2	0	-1	1	-2	-10	-13
RGS4-Gao reg	94	106	98	98	110	97	94	99	100	93
RGS8-Gao	102	106	101	99	108	104	85	101	99	103
Bcl-W Bim block	0	-2	1	0	2	-3	-1	3	0	-1
Bim-Bcl-XL	-1	0	0	-2	2	-3	-7	0	-7	-7
Mcl1 Bid PPI	-20	-45	-34	-41	16	18	2	-41	-4	-8
Bim-Bfl-1	-6	11	-2	-6	1	-1	2	-2	-16	-13
GSH fluor	51	7	11	79	24	17	43	10	26	21
Bcl-B Bim block	-1	0	-3	-4	-1	-7	0	-1	-10	-6
Mcl-1 Bim block	5	-4	1	0	1	-3	-4	3	1	0

Assay outcomes deposited in PubChem BioAssay by several laboratories.
